GSK3A inh – blocks human GSK-3 alpha kinase | P49840 | ADP-Glo luminescence, 60 min | inhibition, % at 10 µM | 0.1% of 320,000 active | AID 2650;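 in the data active = inhibition above about 50%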;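 also: GST-tagged GSK-3 alpha with peptide substrate and 25 µM ATP; 0% = DMSO neutral wells and 100% = GW8510 positive control wells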
Target sequence (P49840 whole entry, looked up): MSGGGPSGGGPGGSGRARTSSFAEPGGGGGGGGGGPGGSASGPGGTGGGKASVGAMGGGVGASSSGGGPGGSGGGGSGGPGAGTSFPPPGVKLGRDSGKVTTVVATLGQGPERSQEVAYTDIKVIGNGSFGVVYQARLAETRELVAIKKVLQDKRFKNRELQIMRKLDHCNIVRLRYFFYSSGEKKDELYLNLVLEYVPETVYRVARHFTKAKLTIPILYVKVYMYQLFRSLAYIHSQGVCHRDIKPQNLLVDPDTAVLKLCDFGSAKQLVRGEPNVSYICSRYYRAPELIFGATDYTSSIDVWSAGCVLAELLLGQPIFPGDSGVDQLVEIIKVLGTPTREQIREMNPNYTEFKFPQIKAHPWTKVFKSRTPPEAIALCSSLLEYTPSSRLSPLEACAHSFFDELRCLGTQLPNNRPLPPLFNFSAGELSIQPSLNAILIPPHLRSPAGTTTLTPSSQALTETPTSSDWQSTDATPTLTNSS
KCNK3 block – human KCNK3 channel inhibition, primary screen. O14649. CHO-KCNK3 thallium flux, FluxOR fluorescence; stronger effect = lower value. B-score at 10 µM. 0.84% of 340,000 active. AID 602410;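 active = B-score under library mean minus 4 SD, starting fluorescence ratio at most library mean plus 5 SD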;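 also: more negative B-score means stronger inhibition of thallium flux through KCNK3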
Target sequence (O14649 whole entry, looked up): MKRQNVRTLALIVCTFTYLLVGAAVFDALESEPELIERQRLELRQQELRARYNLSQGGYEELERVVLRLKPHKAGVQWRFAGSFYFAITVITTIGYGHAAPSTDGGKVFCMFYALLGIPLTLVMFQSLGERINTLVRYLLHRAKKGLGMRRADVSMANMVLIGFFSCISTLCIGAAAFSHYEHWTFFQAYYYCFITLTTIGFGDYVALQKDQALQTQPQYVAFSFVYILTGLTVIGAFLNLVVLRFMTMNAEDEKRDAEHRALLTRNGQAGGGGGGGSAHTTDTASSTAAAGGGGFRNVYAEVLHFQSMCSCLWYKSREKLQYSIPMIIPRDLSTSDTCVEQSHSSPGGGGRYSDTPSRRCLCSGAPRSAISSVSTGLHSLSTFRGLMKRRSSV
Dyrk1A ADPGlo – inhibitors of rat Dyrk1A kinase; ADP-Glo luminescence, NFATc1 peptide; 0.43% of 310,000 active; inhibition, % at 12.5 µM; Q63470; in the data active = inhibition above about 50%;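 also: plate controls were vehicle with enzyme for no effect and no enzyme for full effect; many of its hits are not listed in these tables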
An asterisk follows results filed as active; i = inactive.

SMILES	GSK3A inh	KCNK3 block	Dyrk1A ADPGlo
COc1ccc(NCC(=O)Nc2cccc(S(=O)(=O)N3CCCC3)c2)cc1Cl	-1	i	-1
CCc1ccccc1NC(=O)CNC(=O)CCNC(=O)Nc1ccccc1	-1	i	-2
O=S(=O)(c1ccc(SCc2ccc(Cl)cc2)nc1)N1CCCC1	-3	i	-2
Cc1ccc(NC(=O)COC(=O)Cc2ccccc2)cc1S(=O)(=O)N1CCOCC1	-8	i	-1
Cc1cc(C)c(OCC(=O)NCC(c2ccco2)N2CCCCC2)c(C)c1 (stereo not given)	0	i	0
COc1ccccc1-c1n[nH]c(=S)o1	-2	i	17
COc1ccc(CNC(=O)COC(=O)c2sccc2C)cc1OC	-1	i	-3
CC(=O)c1ccccc1NC(=O)C1CCCN(C(=O)c2ccc(Cl)cc2)C1 (stereo not given)	-6	i	1
COc1ccc(S(=O)(=O)Nc2cccc3c2O[C@H](CN(C)S(=O)(=O)c2cccs2)[C@@H](C)CN([C@H](C)CO)C3=O)cc1	-3	i	-3
O=C(CSc1ccccc1F)NCC1(N2CCCCC2)CCCCC1	2	i	2
COC(=O)c1sc(S(=O)(=O)N2CCN(c3ccccc3F)CC2)c(C(=O)OC)c1C	-2	i	-3
CC1(C)CC[C@]2(CO)CC[C@]3(C)C(=CCC4[C@@]5(C)CC[C@H](O)[C@@](C)(CO)C5CC[C@]43C)[C@@H]2C1 (stereo not given in full)	-2	i	-2
COc1ccc(-c2cn(Cc3ccc(C(N)=O)cc3)c(-c3ccncc3)n2)cc1	2	i	8
O=C(NCc1ccco1)c1cccc2c1C(=O)c1ccc(N3CCC(Cc4ccccc4)CC3)cc1S2(=O)=O	1	i	6
CCC(C)Sc1ccc([C@@H]2[C@H]3C(=O)N(CC)C(=O)[C@H]3[C@]3(C(=O)OC)CCCN23)cc1OC (stereo not given in full)	-2	i	6
Cc1cccc(NC(=O)c2ccc(OCc3c(C)noc3C)cc2)c1	-1	i	9
O=C(COc1ccccc1)OCC(=O)c1ccc(S(=O)(=O)N2CCCCC2)cc1	2	i	-1
CSc1ncccc1C(=O)OCC(=O)NC1CCCC1	0	i	1
CCCN(Cc1nc2cc(Cl)ccc2c(=O)[nH]1)C(=O)c1ccc(S(=O)(=O)N2CCCC2)cc1	13	i	8
O=C(CCNC(=O)c1ccc([N+](=O)[O-])cc1)NCc1cccs1	0	i	-4
CC(C)c1ccc(S(=O)(=O)/N=C2/C=C(Sc3ncn[nH]3)C(=O)c3ccccc32)cc1	5	i	-2
CC(C)(C)OC(=O)C[C@H]1C/C=C\C[C@@H](CC(=O)N(CCO)Cc2ccccc2)C(=O)N[C@H](Cc2ccccc2)COC1=O	2	i	-4
CCCn1c(SCC(=O)Nc2cc(Cl)ccc2OC)nc(O)cc1=O	-6	i	3
COc1ccc(CNC(=O)c2ccc(NS(=O)(=O)c3ccc4[nH]c(=O)[nH]c4c3)cc2)cc1OC	-2	i	-5
CC(C)CC1Nc2ncnc(N3CCOCC3)c2N(Cc2ccccc2)C1=O (stereo not given)	-2	i	-3
CCc1noc(C)c1C(=O)OCC(=O)NCc1ccccc1	4	i	-1
Cc1nnc(SCC(=O)NCC2CCCO2)n1Cc1ccccc1 (stereo not given)	0	i	10
CCN1C(=O)[C@H]2[C@@H](c3ccc(-c4ccc(F)cc4)cc3)N[C@@](C)(C(=O)OC)[C@H]2C1=O	2	i	4
CN(C)c1ccc(/C=C(\C#N)C(=O)OCC(=O)N(C)C2CCS(=O)(=O)C2)cc1 (stereo not given)	1	i	3
Cc1ccc(NC(=O)COC(=O)CN2CCCCCC2=O)c(C)c1	2	i	3
COc1ccc2sc(-c3ccccc3OC)c(-c3ccc(O)cc3)c2c1	-3	i	3
COc1cc(CC(=O)OCC(=O)c2ccc[nH]2)cc(OC)c1OC	-5	i	-3
CC(C)(C)C(C(=O)Oc1ccccc1)c1ccccc1 (stereo not given)	-2	i	-4
Cc1ccc(CNC(=O)Cn2cnc3c(OCc4ccccc4)ncnc32)o1	-2	i	-1
COc1ccccc1N1CCN(c2ccc(S(=O)(=O)N3CCN(C)CC3)cn2)CC1	0	i	-4
CC(C)N(C(=O)COC(=O)c1cccnc1Cl)c1ccccc1	-1	i	1
Cc1cccc(OCC(=O)N(C)CC(=O)Nc2cccc(F)c2)c1C	2	i	6
COc1cc(OC)cc(C(=O)Nc2ncn[nH]2)c1	-4	i	1
CCCCCCCCCCCCCCCC[n+]1ccc(C(N)=O)cc1	2	i	1
O=C(Nc1ccc(Cl)cc1)c1nc[nH]c1C(=O)NCCCCNC(=O)c1[nH]cnc1C(=O)Nc1ccc(Cl)cc1	0	i	1
Nc1ncnc2c1ncn2[C@@H]1O[C@H](CNCc2cccn2-c2nccs2)[C@@H](O)[C@H]1O	0	i	-5
CCCN1CCN(C(=O)c2ccc(-c3ccc([N+](=O)[O-])cc3)o2)CC1	-4	i	1
COc1ccc(NC(=O)CN2C(=O)NC(C)(C3CC3)C2=O)cc1S(=O)(=O)N1CCCCC1 (stereo not given)	-1	i	2
CCN1CCN(c2ccc(S(=O)(=O)N3CCOCC3)cc2NC(=O)c2ccc(C)cc2C)CC1	0	i	-4
CCN(CC)c1ccc(NC(=O)C2=CC=CN3CCS(=O)(=O)N=C23)cc1	-5	i	3
CCCCNC(=O)C(CC)(ONc1ccccc1C(F)(F)F)c1ccccc1 (stereo not given)	-1	i	4
Cc1cccc2nc(C(=O)Nc3cc(Cl)ccc3-n3cncn3)cn12	-7	i	-1
O=C(Cc1ccc([N+](=O)[O-])cc1)Nc1cccc(C(=O)N2CCOCC2)c1	-2	i	1
Cc1ccc(S(=O)(=O)N2[C@@H](c3ccc(F)cc3)C(C(=O)O)=CC[C@H]2c2ccc(C(C)C)cc2)cc1	-1	i	-3
CN(C(=O)COC(=O)c1ccc(Cl)c(S(=O)(=O)N2CCCCC2)c1)C1(C#N)CCCCC1	-3	i	0

Additional structures follow:
SMILES	GSK3A inh	KCNK3 block	Dyrk1A ADPGlo
COc1cc(C(=O)COC(=O)C2CCCCC2)cc(OC)c1OC	-2	i	4
Cc1nn(Cc2ccccc2)c(C)c1CNC(=O)c1ccc(F)c(S(=O)(=O)N2CCOCC2)c1	0	i	-3
COc1ccc(C(=O)Nc2ncc(C)s2)cc1S(=O)(=O)N1CCOCC1	7	i	9
CCCNC(=O)C(Cc1ccccc1)NC(=O)Cc1ccccc1 (stereo not given)	0	i	-2
C[C@@H]1[C@H](O)C[C@@]23COC(=O)C2=CCCC3[C@@]1(C)CCC1COC(=O)C1 (stereo not given in full)	3	i	19
O=C(CN1C(=O)S/C(=C/c2cccs2)C1=O)N1CCCC1	-1	i	2
O=C(CSc1nc2ccccc2c(=O)[nH]1)Nc1ccc([N+](=O)[O-])cc1	0	i	7
CSc1cccc(NC(=O)COC(=O)c2ccccn2)c1	2	i	4
COc1ncc(-c2ccc3c(c2)S(=O)(=O)c2cccc(C(=O)NCc4ccco4)c2C3=O)cn1	-2	i	2
O=C(O)c1n[nH]c2c1CC(C1CCCCC1)CC2 (stereo not given)	-1	i	2
CCN(C(=O)CSc1nc(N)cc(=O)[nH]1)C1CCS(=O)(=O)C1 (stereo not given)	0	i	-5
COc1cc(OC)cc(-c2c(-c3cccs3)c3cc(-c4ccc(OC)cc4F)ccc3n2C)c1	1	i	5
COC(=O)C1=C(C)N(Cc2ccccc2)C(=NCc2cc(OC)c(OC)c(OC)c2)N[C@H]1CCc1ccccc1	0	i	5
COC(=O)c1ccc(N=NNc2cccc(Br)c2)cc1	-1	i	-4
CC(=O)Nc1ccc(NC(=O)C(C)OC(=O)c2ccc(S(=O)(=O)N3CCCCCC3)cc2)cc1 (stereo not given)	0	i	1
NC(=O)Nc1ccc(C(=O)OCC(=O)N2CCCC2=O)cc1	4	i	1
CN(c1cccc(Cl)c1)S(=O)(=O)c1cccc(C(=O)NCc2ccncc2)c1	5	i	6
CN(Cc1ccccc1N1CCCC1)C(=O)c1cc2ccccc2o1	-3	-11*	9
Cc1nnc(SCC(=O)NC2CCCCCC2)n1N	1	i	-3
Cc1c(NC(=O)[C@@H](NC(=O)c2ccc(Cl)c([N+](=O)[O-])c2)C(C)C)c(=O)n(-c2ccccc2)n1C	-6	i	0
CCN(CC(=O)Nc1c(F)cccc1F)C(=O)c1ccc2c(c1)OCO2	1	i	-2
CCn1nc(C(=O)Nc2cccc(S(=O)(=O)N3CCCC3)c2)c2ccccc2c1=O	-5	i	-2
C[C@H](CO)N1C[C@H](C)[C@@H](CN(C)C(=O)Nc2ccc3c(c2)OCO3)Oc2c(NS(=O)(=O)c3cn(C)cn3)cccc2C1=O	0	i	0
O=C1CCCC/C=C\C[C@H](CC(=O)N(CCO)Cc2ccccc2)C(=O)N[C@@H](Cc2ccccc2)CO1	1	i	-3
CCc1ccc(N2CC(C(=O)OCc3nc4ccsc4c(=O)[nH]3)CC2=O)cc1 (stereo not given)	0	i	2
O=C(COC(=O)c1cccnc1Cl)NCc1ccc(F)cc1	5	i	-2
O=C1c2ccc(-c3ccc(F)cc3OCc3ccccc3)cc2S(=O)(=O)c2cccc(C(=O)N3CCCC3)c21	-1	i	2
CC(Sc1nnc2n1CCCCC2)C(=O)Nc1ccccc1[N+](=O)[O-] (stereo not given)	-1	i	-4
Cc1ccc(S(=O)(=O)NCC(=O)NCC(=O)NCCc2ccccc2F)cc1C	0	i	2
Cc1noc(C)c1S(=O)(=O)Nc1ccc2c(c1)C(=O)N([C@H](C)CO)C[C@@H](C)[C@@H](CN(C)Cc1ccc3c(c1)OCO3)O2	-1	i	3
COc1ccc(C(=O)OCC(=O)Nc2c(C)n(C)n(-c3ccccc3)c2=O)cc1	-3	i	2
O=S(c1ccc2ccccc2c1)c1cnns1 (stereo not given)	2	i	-4
Cc1cc(C)n2nc(C(=O)OCC(=O)NCc3ccccc3)nc2n1	-4	i	0
COc1ccc(OC)c(NC(=O)COC(=O)Cc2ccsc2)c1	-1	i	2
COc1ccc(-c2ccc3c(c2)S(=O)(=O)c2cccc(C(=O)NCc4ccccc4Cl)c2C3=O)cc1OC	1	i	4
Cc1ccc2nc(NC(=O)COC(=O)c3ccc(Br)o3)sc2c1	-1	i	40
CCCCCCCNC(=O)C1(CC2CC(c3cccc(Br)c3)=NO2)CCN(C(=O)Cc2ccc(F)cc2)CC1 (stereo not given)	0	i	4
COc1ccc(NC(=O)Nc2ccc3c(c2)C(=O)N([C@H](C)CO)C[C@H](C)[C@@H](CN(C)C(=O)NC2CCCCC2)O3)cc1	1	i	15
O=C(COc1ccc(S(=O)(=O)NC2CCCCC2)cc1)N1CCN(c2ccc(F)cc2)CC1	-1	i	-2
CCOc1ccc(S(=O)(=O)Nc2cc(NS(=O)(=O)c3ccc(OCC)cc3)cc(C(=O)O)c2)cc1	-3	i	3
CN(Cc1ccccc1)C(=O)COC(=O)Cc1ccc(Cl)cc1	-1	i	-2
O=C(COC(=O)CNC(=O)c1ccc(Cl)cc1)Nc1ccc(Cl)cn1	1	i	0
COc1ccc2cc1Oc1ccc(cc1)C[C@H]1c3c(cc(OC)c4c3Oc3c(ccc5c3[C@H](C2)N(C)CC5)O4)CCN1C	-6	i	-6
Cc1cn2nc(N)c3ccccc3c2n1	0	i	2
C[C@H]1CN([C@@H](C)CO)C(=O)c2cccc(NC(=O)c3ccc(-c4nccs4)cc3)c2O[C@@H]1CN(C)C(=O)Nc1cccc2ccccc12	-3	i	-2
N#CC1(c2ccccc2)CCC(=NNS(=O)(=O)c2ccccc2)CC1 (stereo not given)	0	i	-2
O=C(CN1CCN(S(=O)(=O)c2cccs2)CC1)NCC1CCCCC1	0	i	4
COc1ccccc1NC(=O)C(C)N1C(=O)C2CCCCC2C1=O (stereo not given)	0	i	-1
O=C(COC(=O)[C@@H]1CCCN1C(=O)c1cccs1)Nc1cccc(Cl)c1	-1	i	4
CCc1nnc(NC(=O)CN2C(=O)N(C)C3(CCCCC3)C2=O)s1	-2	i	-3
CC1CN(S(=O)(=O)c2ccc(C(=O)N(C)C3CCCCC3)cc2)CC(C)O1 (stereo not given)	-3	i	2
CCC(CO)Oc1cc(NCc2cccc(C(F)(F)F)c2)c2ncn(C(C)C)c2c1 (stereo not given)	2	i	4

Some of the compounds tested; count on the stated rates, not on these rows.
